# Assay outcomes: PubChem BioAssay, several laboratories
# Lung fibro prol: blocks proliferation of human lung fibroblasts; LL 47 human lung fibroblast viability, ATP luminescence; active compounds read low; viability, % at 10 µM; 85,000 tested, 1.1% active;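 active = viability at or below 50% in the single dose screen; inactive = viability above 50%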;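 also: compound exposure lasted 72 h before the ATP readout; 100% = median luminescence of untreated cell-only wells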
#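 Test system: LL 47 human lung fibroblasts / Incubation: 72 h compound exposure at 37 °C after overnight plating / Technique: luminescent ATP detection, CellTiter-Glo / Compound dosing: 0.1% DMSO in all compound wells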
# HUVEC prolif 384: inhibitors of human endothelial cell proliferation | HUVEC proliferation, CellTiter-Glo luminescence, 72 h; active compounds read low | viability, % at 10 µM (by protocol) | 86,000 tested, 1.1% active;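 active = viability at or below 30%; inactive = viability above 30%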;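 also: 100% = median luminescence of DMSO-only cell control wells on each plate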
# H69AR growth 86K: blocks growth of human H69AR lung tumor cells | H69AR lung tumor viability, ATP luminescence, 72 h; active compounds read low | 85,000 tested, 6% active | viability, % at 10 µM | AID 598;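 active = viability at or below 40%; inactive = viability above 40%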;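 also: multidrug resistant small cell line overexpressing MRP-1 efflux transporter; 100% = mean luminescence of untreated control wells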
# PostGolgi ctrl: yeast control strain growth, post-Golgi counter-screen; efflux-deficient yeast background strain, growth absorbance A615, 16 h; inhibition, % at 10 µM; 98,000 tested, 5% active; AID 738
# hDAT+cocaine: changed human dopamine transporter uptake under cocaine IC80; Q01959; LLC-PK1 hDAT cells, [14C]-dopamine uptake with cocaine IC80; actives deviate in either direction; B-score at 10 µM; 110,000 tested, 1.3% active;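 active = Z score or B-score, a plate-position-corrected score, falls beyond the plate's 99.7% confidence bounds, in either direction; inactive = both scores lie inside the 99.7% bounds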;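 also: scored against the spread of the other compound wells on the same plate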
# Target sequence (Q01959 whole entry, looked up): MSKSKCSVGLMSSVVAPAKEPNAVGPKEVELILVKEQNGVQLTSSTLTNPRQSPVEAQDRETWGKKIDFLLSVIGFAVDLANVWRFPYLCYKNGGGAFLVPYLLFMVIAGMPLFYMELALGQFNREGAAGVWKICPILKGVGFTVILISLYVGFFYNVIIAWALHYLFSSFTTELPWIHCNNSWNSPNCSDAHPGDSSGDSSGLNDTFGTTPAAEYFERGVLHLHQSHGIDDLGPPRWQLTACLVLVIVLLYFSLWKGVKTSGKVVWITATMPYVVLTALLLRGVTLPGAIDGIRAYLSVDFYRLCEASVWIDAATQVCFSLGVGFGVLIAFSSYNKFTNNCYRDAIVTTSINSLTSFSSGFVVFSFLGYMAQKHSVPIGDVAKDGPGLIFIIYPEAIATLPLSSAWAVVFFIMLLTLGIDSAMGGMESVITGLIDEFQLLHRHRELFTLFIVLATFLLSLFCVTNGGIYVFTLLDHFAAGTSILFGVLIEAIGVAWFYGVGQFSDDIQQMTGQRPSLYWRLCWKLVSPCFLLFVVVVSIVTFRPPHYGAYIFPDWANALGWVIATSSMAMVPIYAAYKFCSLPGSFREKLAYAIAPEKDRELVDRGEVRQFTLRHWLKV
# S1P2 blocker: S1P2 (human) receptor antagonism; O95136; cell-based S1P2 antagonist assay, inhibition at 5 uM; inhibition, % at 5 µM; 97,000 tested, 0.21% active; in the data active = inhibition above about 45%;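 also: CRE beta-lactamase reporter cells expressing human S1P2 stimulated with S1P; 0% = agonist at EC80 alone and 100% = agonist plus reference antagonist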
# Target sequence (O95136 whole entry, looked up): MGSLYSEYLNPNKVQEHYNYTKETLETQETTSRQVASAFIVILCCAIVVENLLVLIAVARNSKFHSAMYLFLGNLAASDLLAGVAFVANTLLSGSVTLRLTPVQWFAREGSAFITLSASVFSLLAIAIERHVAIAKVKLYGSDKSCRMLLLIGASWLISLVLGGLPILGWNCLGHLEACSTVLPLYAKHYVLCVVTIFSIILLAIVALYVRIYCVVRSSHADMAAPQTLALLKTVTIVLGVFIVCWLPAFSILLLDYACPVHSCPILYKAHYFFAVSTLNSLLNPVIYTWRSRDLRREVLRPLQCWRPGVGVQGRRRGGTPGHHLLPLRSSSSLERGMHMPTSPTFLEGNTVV
# PostGolgi yeast: growth inhibition of a yeast mutant, post-Golgi transport screen; inhibition, % at 10 µM; 98,000 tested, 0.9% active; post-Golgi transport phenotypic cell assay;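 also: yeast cells grown in 1536-well plates; yeast grown about 18 h at 30C before absorbance read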
# S1P2 agonist: activates the human S1P2 receptor; O95136; S1P2-expressing cell line, agonist reporter read-out; activation, % at 4.5 µM; 97,000 tested, 0.46% active; AID 729; in the data active = activation above about 16%;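 also: 0% = vehicle low control and 100% = maximal reference agonist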
# E coli WT exp: E. coli BW25113 growth inhibition, expanded screen. AID 710. growth inhibition, % at 100 µM. OD600 absorbance. 98,000 tested, 0.15% active;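 active = growth inhibition above about 50% at one test dose, limit read from the data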;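 also: growth measured after 20 h incubation at 37 °C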
# * hit, by the source's call; . = no result given; ! = not confirmed by another sample. Rule as the data show it, unless noted: active = inhibition above about 30%; inactive = the rest.
1	Cc1ccc(S(=O)(=O)Nc2ccc(=O)n(Cc3ccc(Cl)c(Cl)c3)c2)cc1
2	COC(=O)c1ccc2c(=O)n(CCCCCC(=O)N3CCN(c4ccccc4)CC3)c(=O)[nH]c2c1
3	COC(=O)Cn1c(=N)n(CCN2CCCCC2)c2ccccc21
4	O=C(CCOc1ccccc1)Nc1ccc(S(=O)(=O)N2CCCC2)cc1
5	Cc1sc2nc(CN3CCOCC3)nc(NS(=O)(=O)c3ccc4c(c3)OCCO4)c2c1C
6	Cc1ccccc1N(CC(=O)NC1CCCC1)C(=O)c1oc(C(C)(C)C)cc1C
7	CCCC(=O)O[C@H]1C[C@@H](C)N(C(=O)c2ccccc2)c2ccc(C)cc21
8	Cc1ccc(OCCCC(=O)Nc2ccccc2C(F)(F)F)cc1

assay / compound	1	2	3	4	5	6	7	8
Lung fibro prol	.	93	94	95	99	.	104	.
HUVEC prolif 384	.	52	95	96	95	.	105	.
H69AR growth 86K	.	63	101	86	77	.	68	.
PostGolgi ctrl	12	5	5	24	1	9	39*	22
hDAT+cocaine	0.49	-8.3*!	-0.91	0.53	0.014	0.11	0.31	-1.3
S1P2 blocker	-15	23	16	11	3	5	18	23
PostGolgi yeast	4	0	-4	0	-5	-4	-2	-3
S1P2 agonist	-4	-5	-3	-5	-7	-10	-9	-4
E coli WT exp	-8	-8	4	10	4	0	10	2

9	CN(C)CCNS(=O)(=O)c1ccc(Cl)cc1
10	Oc1cccc(-c2nc3c4c(ncn3n2)-c2ccccc2CC42CCCC2)c1
11	CC1CCc2[nH]nc(C(=O)O)c2C1 (configuration not stated)
12	C/C(CC(=O)NC1CCCC1)=N\NC(=O)Cc1cccs1
13	NC(=O)CSc1nc(O)cc(=O)n1-c1ccccc1
14	Cc1ccc2nc3ccc(N4CCCC4)nn3c(=O)c2c1
15	Cc1cccc(NC(=O)CSc2nccn2C)c1
16	CC(NS(=O)(=O)c1cccc(Cl)c1)C(=O)Nc1ccc(-c2nc3ccccc3s2)cc1 (configuration not stated)

assay / compound	9	10	11	12	13	14	15	16
Lung fibro prol	93	.	100	.	97	.	98	.
HUVEC prolif 384	82	.	91	.	86	.	111	.
H69AR growth 86K	89	.	90	.	98	.	95	.
PostGolgi ctrl	-8	22	-2	-3	17	7	.	10
hDAT+cocaine	0.38	1.4	0.24	-0.84	1.4	-0.29	1.7	0.14
S1P2 blocker	-6	6	.	6	-20	0	-11	-14
PostGolgi yeast	-6	3	-4	3	-5	-4	.	-5
S1P2 agonist	-7	-5	.	-5	-4	-3	-8	-5
E coli WT exp	-2	-13	-4	0	4	1	.	-8

17	Cc1ccc(C)c(N2CCN(c3nnnn3-c3ccccc3)CC2)c1
18	O=C(Cn1c(C(F)(F)F)nc2ccccc21)N1CCCC1
19	COc1cc(SC)ccc1C(=O)Nc1ccccc1C#N
20	COc1cc(C2CC(=O)NC3=C2C(=O)CC(C)(C)C3)cc(OC)c1O (configuration not stated)
21	CCn1c(SCC(=O)N/N=C/c2ccc(OC)c(OC)c2)nc2ccccc21
22	Nc1nnc(SCCN2C(=O)c3ccccc3C2=O)s1
23	Cc1c(C(=O)OCCOC(C)C)[nH]c2c1C(=O)CC(c1ccco1)C2 (configuration not stated)
24	CCCC(=O)NCc1cc(-c2nn(C)c(=O)c3ccccc23)ccc1C

assay / compound	17	18	19	20	21	22	23	24
Lung fibro prol	84	99	86	100	.	.	64	100
HUVEC prolif 384	89	95	52	96	.	.	57	93
H69AR growth 86K	20*	106	70	84	.	.	42	73
PostGolgi ctrl	17	-7	7	20	4	6	7	15
hDAT+cocaine	1.1	0.63	.	-0.16	4.2*	-0.028	0.0078	1
S1P2 blocker	-27	5	-21	6	-4	-3	.	-3
PostGolgi yeast	-3	1	2	3	6	3	-2	-20
S1P2 agonist	1	-5	-4	-2	1	-5	.	-4
E coli WT exp	-11	-7	-13	4	2	1	6	-1

25	Cn1c(=O)c2c(nc(SCC(=O)NCC3CCCO3)n2C)n(C)c1=O (configuration not stated)
26	COc1ccc(S(=O)(=O)Nc2ccc(CC#N)cc2)cc1
27	CCC1(C)Cc2c(sc3c2c(=O)n(C)c2nnc(SCC(=O)c4ccc(Cl)cc4)n32)CO1 (configuration not stated)
28	O=C(O)CCCCCNC(=O)c1ccccc1
29	O=C(NCc1cccs1)c1ccc(CS(=O)(=O)c2ccc(Cl)cc2)o1
30	Cc1ccc(C(=O)Nc2nc3ccccc3n2CCN2CCCC2)cc1
31	CCOc1ccccc1N=c1oc2cc(O)ccc2cc1C(=O)NCC1CCCO1 (configuration not stated)
32	O=C(CC1(O)C(=O)Nc2cc(Cl)cc(Cl)c21)c1ccncc1 (configuration not stated)

assay / compound	25	26	27	28	29	30	31	32
Lung fibro prol	98	.	88	96	97	71	91	.
HUVEC prolif 384	94	.	79	97	97	90	76	.
H69AR growth 86K	90	.	50	103	103	57	89	.
PostGolgi ctrl	9	-4	.	15	6	-13	4	5
hDAT+cocaine	0.65	0.37	.	0.23	2.4	1.1	0.6	-1.5
S1P2 blocker	-2	-15	2	-21	-14	20	-48	.
PostGolgi yeast	1	-27	.	-1	-4	0	0	-5
S1P2 agonist	-7	-1	-2	-3	-8	-6	18*	.
E coli WT exp	5	14	.	-7	8	9	-5	24

# Among those listed so far, these have an NH in an aromatic ring:
2	COC(=O)c1ccc2c(=O)n(CCCCCC(=O)N3CCN(c4ccccc4)CC3)c(=O)[nH]c2c1
11	CC1CCc2[nH]nc(C(=O)O)c2C1 (configuration not stated)
23	Cc1c(C(=O)OCCOC(C)C)[nH]c2c1C(=O)CC(c1ccco1)C2 (configuration not stated)

assay / compound	2	11	23
Lung fibro prol	93	100	64
HUVEC prolif 384	52	91	57
H69AR growth 86K	63	90	42
PostGolgi ctrl	5	-2	7
hDAT+cocaine	-8.3*!	0.24	0.0078
S1P2 blocker	23	.	.
PostGolgi yeast	0	-4	-2
S1P2 agonist	-5	.	.
E coli WT exp	-8	-4	6

# (more compounds)
33	CCOc1ccc(S(=O)(=O)NC(C)(C)C)cc1-c1nc2c(C(C)(C)C)nn(C)c2c(=O)[nH]1
34	CC12C=CC3(O1)C(C(=O)N(c1cccnc1)C3C(=O)NC1CCCCC1)C2C(=O)Nc1ccccc1 (configuration not stated)
35	O=C(Nc1ccc2c(c1)OCCO2)c1cc(-c2ccccc2)nc2ccccc12
36	COc1cccc(-n2c(COc3ccc(C)cc3)nnc2SCC(=O)O)c1
37	O=C(CN(CC1CCCO1)C(=O)CNS(=O)(=O)c1ccccc1)NCc1ccccc1 (configuration not stated)
38	O=S(=O)(c1cccc(-c2nnc(SCc3nc4ccccc4s3)o2)c1)N1CCOCC1
39	Cn1c(=O)[nH]c(=O)c2c1nc(N1CCN(Cc3ccccc3)CC1)n2CCCc1ccccc1
40	COc1ccc(C)cc1S(=O)(=O)Nc1ccc(F)c(Cl)c1

assay / compound	33	34	35	36	37	38	39	40
Lung fibro prol	88	95	.	98	.	78	93	.
HUVEC prolif 384	59	85	.	90	.	107	85	82
H69AR growth 86K	68	108	.	82	.	42	71	101
PostGolgi ctrl	7	0	6	8	2	28	23	18
hDAT+cocaine	-2.2	-0.055	0.57	-1.4	-0.19	.	0.014	0.88
S1P2 blocker	-3	1	17	25	17	-11	8	-6
PostGolgi yeast	7	2	17	4	-1	14	-5	-4
S1P2 agonist	6	-3	-8	-6	-1	-1	0	1
E coli WT exp	1	-4	-4	-3	0	-10	-4	2

41	O=C(Nc1ccc2c(c1)Cc1ccccc1-2)c1cc2ccccc2o1
42	O=C(O)c1cccc(C(=O)Nc2cccc(NC(=O)C3CCCO3)c2)c1 (configuration not stated)
43	Nc1nc(SCC(=O)N2CCCc3ccccc32)n(-c2ccccc2)n1
44	CCOC(=O)C1=C(C)NC(C)=C(C(=O)OCC)C1C(=O)OCC(=O)N1CCC(C)CC1
45	COCCNCCOc1ccccc1-c1ccccc1
46	COC(=O)CN(c1ccccc1)S(=O)(=O)c1ccccc1
47	O=C(c1ccco1)N1CCN(c2ncnc3c2cnn3-c2ccccc2)CC1
48	NC(=O)/C(=N\O)c1ccccc1

assay / compound	41	42	43	44	45	46	47	48
Lung fibro prol	97	.	101	101	106	103	99	.
HUVEC prolif 384	91	.	93	102	88	101	98	.
H69AR growth 86K	95	.	90	89	77	94	76	.
PostGolgi ctrl	.	1	-5	10	-5	.	8	10
hDAT+cocaine	0.055	-1.1	1.6	0.71	1.1	2	0.77	-0.34
S1P2 blocker	12	.	5	17	-1	20	-6	17
PostGolgi yeast	.	-7	-7	0	7	.	2	-2
S1P2 agonist	-7	.	-2	-2	1	-3	-4	-4
E coli WT exp	.	-4	8	-1	7	.	-4	-7

49	Cc1onc(-c2ccccc2Cl)c1C(=O)N1C=CC(C(F)(F)F)=NCC1
50	CC(C)(Cc1nc2ccccc2[nH]1)C(=O)O
51	CCN(C(=O)COc1ncnc2scc(-c3ccc(F)cc3)c12)C1CCS(=O)(=O)C1 (configuration not stated)
52	CC(Cc1cccs1)NC(=O)NC1CCCCC1 (configuration not stated)
53	Cn1c(=O)c2c(nc(N3CCCCC3)n2CCSc2nc3ccccc3o2)n(C)c1=O
54	CCc1ncc(C(=O)c2ccc(OC)cc2)n1C
55	CCOC(=O)N1CCN(C(=O)COc2ccccc2Cl)CC1
56	C=CCn1c(SCc2csc(C)n2)nc2sc3c(c2c1=O)CCCC3

assay / compound	49	50	51	52	53	54	55	56
Lung fibro prol	.	98	106	94	97	103	98	86
HUVEC prolif 384	.	92	87	83	104	99	82	61
H69AR growth 86K	.	87	101	87	53	101	97	75
PostGolgi ctrl	7	-4	-1	4	.	7	4	8
hDAT+cocaine	0.29	0.029	0.44	-0.54	.	-0.83	-0.02	-0.08
S1P2 blocker	-9	2	17	20	18	-10	.	-12
PostGolgi yeast	20	1	-1	-1	.	4	6	-12
S1P2 agonist	-4	-3	-4	-3	-4	-7	.	-5
E coli WT exp	3	-1	6	3	.	-4	4	-21

57	CCOc1cccc(C2C(C#N)=C(N)Oc3cc(C)oc(=O)c32)c1OCC (configuration not stated)
58	CCCn1nnnc1SCC(=O)NCc1ccc(OC)cc1
59	CCc1ccc(NC(=O)N(C2CCC(C)CC2)C2CCN(C(C)=O)CC2)cc1 (configuration not stated)
60	CC(C)C(=O)Nc1cccc(-c2cnc3ccccc3n2)c1
61	CN(CC(=O)N1CCc2ccccc21)S(=O)(=O)c1ccc(Br)s1
62	O=c1[nH]c2ccsc2c(=O)n1-c1ccc(F)c(Cl)c1
63	COC(=O)c1[nH]c2cccc(OC)c2c1NC(=O)CCN1CCC(C)CC1
64	CN1CCN(S(=O)(=O)c2ccc(N(C)CC(=O)Nc3ccc(F)cc3)nc2)CC1
65	COc1cc(OC)c(OC)cc1C=NCC1(c2ccccc2)CCCC1
66	O=C(NCc1ccco1)C(c1ccccc1)N(Cc1cccnc1)C(=O)Cn1nnc2ccccc21 (configuration not stated)
67	Cc1ccc(NC(=O)CCC(=O)NNC(=O)C(c2ccccc2)c2ccccc2)c(C)c1

assay / compound	57	58	59	60	61	62	63	64	65	66	67
Lung fibro prol	106	104	95	114	95	97	102	95	.	96	.
HUVEC prolif 384	108	98	99	113	103	99	106	102	.	98	.
H69AR growth 86K	97	93	92	85	77	93	91	103	.	93	.
PostGolgi ctrl	5	0	3	1	24	0	13	14	9	9	-4
hDAT+cocaine	-0.4	-0.79	2	2.7*	0.82	0.17	-0.39	-1.9	-0.074	-0.61	-0.45
S1P2 blocker	9	.	4	-56	2	3	3	15	6	-4	6
PostGolgi yeast	-2	-6	10	-7	-6	14	3	5	-8	10	-3
S1P2 agonist	-6	.	-2	0	-11	-6	-6	-8	-9	2	-7
E coli WT exp	-12	10	3	-4	-15	25	-17	6	-6	2	-8
